Source: PubChem BioAssay
LAP4-GFP MLPCN = modulators of TOR pathway LAP4-GFP in S. cerevisiae; S. cerevisiae LAP4-GFP multiplex, flow cytometry GFP, 3 h; median GFP as percent of DMSO wells; GFP response vs DMSO, % at 10 µM; 320,000 compounds, 0.34% hits;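 active = GFP response vs DMSO above a set limit, about the screen mean plus 3 SD, cut at about 150% in these data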
JMJD2C inh = inhibitors of human GASC-1 (JMJD2C) demethylase | GST-JMJD2C(1-420) H3K9me3 demethylation, DELFIA europium | inhibition, % at 2.35 µM | 330,000 compounds, 0.069% hits | Q9H3R0;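 active = more than half of a compound's replicate wells show inhibition beyond 50%, single wells judged on their own value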;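 note: signal counts dimethyl H3K9 product captured on neutravidin plate; 0% = median of DMSO wells and 100% = 0.3 times that DMSO median; strong numbers were not always called active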
Target sequence (Q9H3R0 1-420 limits assumed): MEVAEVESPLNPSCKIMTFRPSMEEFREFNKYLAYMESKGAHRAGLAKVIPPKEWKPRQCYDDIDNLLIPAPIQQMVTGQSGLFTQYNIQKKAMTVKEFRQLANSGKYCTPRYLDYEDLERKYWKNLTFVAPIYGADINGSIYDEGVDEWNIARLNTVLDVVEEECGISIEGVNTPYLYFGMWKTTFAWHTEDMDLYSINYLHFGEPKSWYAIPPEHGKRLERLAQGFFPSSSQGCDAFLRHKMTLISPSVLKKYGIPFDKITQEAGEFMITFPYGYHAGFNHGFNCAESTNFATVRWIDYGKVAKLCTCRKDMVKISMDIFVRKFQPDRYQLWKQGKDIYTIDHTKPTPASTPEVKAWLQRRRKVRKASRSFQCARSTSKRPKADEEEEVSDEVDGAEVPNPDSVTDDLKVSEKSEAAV
RPL19A-GFP yeast = modulators of TOR pathway RPL19A-GFP in S. cerevisiae; S. cerevisiae RPL19A-GFP strain, flow cytometry, 3 h; stronger effect = lower value; percent response vs DMSO, % at 10 µM; 330,000 compounds, 0.3% hits;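 active = percent response vs DMSO below 50%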;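 note: median channel GFP fluorescence of the barcoded RPL19A-GFP strain; ratio of sample median GFP to plate DMSO average so 100% = DMSO; lower means less RPL19A-GFP as with rapamycin TOR inhibition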
AGP1-GFP MLPCN = yeast TOR pathway AGP1-GFP modulation | S. cerevisiae AGP1-GFP multiplex flow cytometry, 3 h; GFP as percent of DMSO wells | GFP response vs DMSO, % at 10 µM | 320,000 compounds, 0.02% hits;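 active = GFP response relative to DMSO above a set limit, near screen average plus 3 SD, cut at about 150% in these data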;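 note: median GFP channel fluorescence of the gated AGP1 strain per well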
VLA-4 inh = inhibition in a human VLA-4 binding assay. 330,000 compounds, 0.2% hits. AID 2557. inhibition, % (about 7 µM as worked out from the volumes in the protocol). P13612. VLA-4 expressing cells, ligand binding flow cytometry; in the data active = inhibition above about 50%
CIT2-GFP yeast = modulators of TOR pathway CIT2-GFP in S. cerevisiae; GFP response vs DMSO, % at 10 µM; S. cerevisiae CIT2-GFP strain, flow cytometry, 3 h; 100 means same as DMSO wells; 320,000 compounds, 0.065% hits;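 active = GFP response relative to DMSO above a set limit, near the screen mean plus 3 SD, cut at about 150% in these data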;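 note: ratio of well median GFP fluorescence to mean of DMSO wells on the plate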
GRK2 inh = inhibitors of human GRK2 displacing RNA aptamer; P25098; bead flow cytometry, FAM-aptamer displacement from GRK2; inhibition of aptamer binding, % at 10 µM; 330,000 compounds, 0.59% hits; AID 488847;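 active = inhibition of aptamer binding above 40%, roughly 3 SD of noise, on plates passing a quality check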;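 note: median bead fluorescence of bound FAM aptamer so fluorescent compounds give negative values; no value below 0 was filed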
Target sequence (P25098 whole entry, looked up): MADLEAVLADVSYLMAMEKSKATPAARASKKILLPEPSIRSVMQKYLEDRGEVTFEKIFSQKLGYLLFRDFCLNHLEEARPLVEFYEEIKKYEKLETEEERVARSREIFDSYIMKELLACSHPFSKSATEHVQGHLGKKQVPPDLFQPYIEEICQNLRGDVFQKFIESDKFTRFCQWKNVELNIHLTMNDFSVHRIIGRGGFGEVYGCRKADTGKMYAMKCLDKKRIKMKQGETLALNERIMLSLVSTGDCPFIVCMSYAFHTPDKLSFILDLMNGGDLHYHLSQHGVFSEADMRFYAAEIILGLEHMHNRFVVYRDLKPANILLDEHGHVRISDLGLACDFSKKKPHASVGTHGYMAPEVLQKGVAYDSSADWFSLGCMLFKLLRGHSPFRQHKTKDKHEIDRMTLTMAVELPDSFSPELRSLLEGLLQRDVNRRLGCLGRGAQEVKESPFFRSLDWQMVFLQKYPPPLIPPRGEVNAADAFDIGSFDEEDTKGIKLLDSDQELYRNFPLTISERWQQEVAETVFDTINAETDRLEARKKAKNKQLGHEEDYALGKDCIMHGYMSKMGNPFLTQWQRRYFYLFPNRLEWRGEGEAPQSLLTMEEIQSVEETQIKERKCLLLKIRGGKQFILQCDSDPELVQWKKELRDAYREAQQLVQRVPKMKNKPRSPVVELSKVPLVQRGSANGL
MEP2 TOR yeast = alters MEP2-GFP fluorescence in TOR pathway yeast screen. AID 2016. S. cerevisiae MEP2-GFP strain, flow cytometry GFP, 3 h; 100% = DMSO control level. GFP response vs DMSO, % at 10 µM. 330,000 compounds, 0.51% hits;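 active = GFP response versus DMSO above a set limit, roughly screen mean plus 3 SD, cut at about 180% in these data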;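 note: median GFP fluorescence of the barcode-gated MEP2-GFP cells per well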
* hit, by the source's call; / = not tested or not shown; [ ] = remark or other dose.

LAP4-GFP MLPCN,JMJD2C inh,RPL19A-GFP yeast,AGP1-GFP MLPCN,VLA-4 inh,CIT2-GFP yeast,GRK2 inh,MEP2 TOR yeast,Structure
97.3,-3.6,99.5,104.3,-7.8,117.0,2.0,105.0,COc1ccc2c(COC(=O)CNS(=O)(=O)c3ccccc3)cc(=O)oc2c1
116.5,-13.7,96.9,104.8,-2.3,94.2,0.0,99.6,Cc1ccc(C(=O)C2=C(O)C(=O)N(c3ncccn3)C2c2ccc(F)cc2)o1 (stereo not drawn)
108.6,-8.2,105.2,107.1,-0.1,95.7,0.0,94.9,CC1CC(C)CN(C(=O)c2cc(S(=O)(=O)N3CCCCC3)ccc2Cl)C1 (stereo not drawn)
98.1,-0.6,97.5,70.7,5.0,85.7,0.0,102.3,COc1ccc(-c2noc(CN3C(=O)c4ccccc4C3=O)n2)cc1
108.5,-2.1,95.0,97.7,1.9,100.5,2.0,100.4,O=C(Nc1nnc(-c2ccc(Cl)cc2)o1)c1nc2ccccc2s1
103.1,-2.7,100.7,/,2.4,101.4,0.0,99.9,CCc1ccc2nc(N3CCN(C)CC3)c(C#N)cc2c1
91.1,-49.9,97.6,98.4,4.2,98.3,0.0,98.9,O=S(=O)(NC1CCCC1)c1cccc(-c2nnc(-c3ccccc3)o2)c1
102.3,8.4,105.1,105.6,6.9,102.5,0.0,107.6,CC(C)(C)NC(=O)NC(=O)C[n+]1ccc(Cc2ccc([N+](=O)[O-])cc2)cc1
101.3,-5.5,97.1,95.4,1.9,91.6,3.0,96.5,CS(=O)(=O)N(CC(=O)N1CCCCCC1)c1cccc(Br)c1
109.0,2.8,97.5,99.7,6.9,101.3,0.0,103.3,O=C(COc1ccccc1[N+](=O)[O-])N/N=C/C=C/c1ccco1
97.6,-64.9,104.0,99.3,5.8,97.4,0.0,100.6,O=C(O)C1CCCCC1C(=O)Nc1ccc(S(=O)(=O)N2CCCC2)cc1 (stereo not drawn)
109.5,-7.8,100.6,110.3,8.3,103.0,0.0,106.2,Cc1cnc(C(=O)OCC(=O)N2c3ccccc3NC(=O)C2(C)C)cn1
115.4[may fluoresce green],9.0,119.4[may fluoresce green],102.6[may fluoresce green],-14.0,98.6[may fluoresce green],1.0,130.5[may fluoresce green],O=C(O)CCCn1c(=S)[nH]c2c(sc3ccc([N+](=O)[O-])cc32)c1=O
89.3,1.8,106.9,102.0,-5.0,102.4,0.0,99.4,CCCN1Cc2cccc(C(=O)Nc3ccc(CN4CCCC4)cc3)c2C1=O
109.0,3.4,114.2,111.0,-10.3,107.7,0.0,104.3,COc1ccc(CNC(=O)COC(=O)c2ccc3ccccc3n2)cc1
109.6,-4.1,100.2,104.4,-0.3,104.1,1.0,102.5,COc1cc(/C=C2/SC(=S)N(CCC(=O)Nc3ccccc3)C2=O)cc(OC)c1OC
102.6,/,97.5,85.5,-6.6,80.1,0.0,101.0,Cc1onc(-c2c(Cl)cccc2Cl)c1C(=O)N[C@@H]1C(=O)N2[C@@H]1SC(C)(C)[C@@H]2C(=O)O
90.3,1.2,101.0,94.2,0.9,98.9,0.0,100.2,Cc1cc2c(cc1S(=O)(=O)N1CCOCC1)NC(=O)CO2
100.8,-2.4,104.6,108.8,16.1,101.2,1.0,108.4,N=c1ncn(Cc2ccccc2)c2nc(SCCOc3ccccc3)[nH]c12
103.4,1.4,97.0,102.2,11.3,94.3,0.0,98.2,CCC1(CC)NC(=O)N(CC(=O)OCC(=O)NC(=O)c2ccccc2)C1=O
97.8,-6.3,97.3,91.1,4.4,95.4,0.0,102.5,CCOC(=O)N1CCN(C(=O)COc2ccc(S(=O)(=O)NCC(C)C)cc2C)CC1
99.5,29.4,98.1,102.9,2.0,97.8,2.0,101.5,O=C(NCC(c1ccco1)N1CCc2ccccc2C1)C(=O)Nc1ccc(F)cc1F (stereo not drawn)
98.5,2.2,90.6,/,7.3,88.5,0.0,92.8,CCOc1ccc(NC(=S)Nc2ccc(OC(F)(F)F)cc2)cc1
96.2,5.9,102.0,102.5,0.0,102.5,3.0,105.7,CCC1CCCCN1C(=O)c1cc(S(=O)(=O)N2CCOCC2)ccc1C (stereo not drawn)
84.7,4.1,96.7,97.2,-2.5,100.2,0.0,85.7,CCCCNC(=O)OCCNC(=O)NC
102.5,-3.4,101.4,96.7,-7.9,105.3,0.0,101.8,CCN(CC(=O)Nc1c(F)cccc1F)C(=O)c1cc(S(=O)(=O)N(CC)CC)ccc1N1CCCCC1
99.8,9.8,98.5,97.4,3.9,97.9,0.0,91.9,Cc1ccc(NC(=S)N(C)N)cc1Cl
98.0,-7.3,101.0,107.6,1.7,95.5,0.0,102.5,CC1Cc2ccccc2N1C(=O)CN1C(=O)COc2ccccc21 (stereo not drawn)
91.3,4.4,102.2,91.5,-11.6,97.0,0.0,103.4,O=c1c(/C=N/OCc2ccc(Cl)cc2Cl)c[nH]n1-c1cccc(Cl)n1
112.7,-13.7,95.9,114.9,4.5,115.1,0.0,82.2,O=C(C1=NN[C@@H]2C(=O)N(Cc3ccccc3)C(=O)[C@H]12)c1ccc([N+](=O)[O-])cc1
95.6,19.8,109.1,105.4,-3.7,106.7,1.0,95.5,COCCn1c(SCC(N)=O)nc2c(c1=O)SC(C)C2 (stereo not drawn)
100.7,2.5,107.9,84.8,9.4,93.2,0.0,117.7,COCc1cc(C)nc(NC2CC(C)(C)NC(C)(C)C2)c1C#N
106.5,-1.0,96.4,96.5,0.0,92.0,0.0,101.5,O=C(NCc1ccccc1)c1ncn(Cc2ccccc2)c1C(=O)NCc1ccccc1
106.2,-2.5,103.7,101.7,9.4,104.7,0.0,105.8,COc1ccc(-c2noc(-c3ccccc3-c3ccccc3)n2)cc1
122.7,-12.2,104.2,113.8,-27.0,100.5,0.0,113.9,Cc1ccc(NC(=O)c2ccc(Cl)nc2)cc1S(=O)(=O)N1CCOCC1
86.3,0.9,99.8,91.2,8.9,95.2,0.0,87.9,COC(=O)c1cc(C(=O)OC)cc(-n2c(C)cc(C(=O)COC(=O)CNS(=O)(=O)c3ccc(C)cc3)c2C)c1
101.3,7.4,104.8,107.4,-8.4,96.9,0.0,102.7,CC(OC(=O)C1CC(=O)N(Cc2ccccc2)C1)C(=O)Nc1ccc(F)cc1Cl (stereo not drawn)
92.1,-5.5,95.4,90.5,-3.4,88.3,2.0,91.3,CSCCC(NC(=O)OC(C)(C)C)C(=O)NC(C(=O)NC(CC(C)C)C(N)=O)C(C)C (stereo not drawn)
105.0,-3.2,98.6,105.0,1.6,100.5,3.0,99.4,COc1ccc(OC)c(NC(=O)CNC(=O)c2ccc([N+](=O)[O-])cc2)c1
101.1,-19.1,101.6,108.5,3.5,98.9,3.0,101.9,Cc1cc(=O)c(C(=O)c2ccccc2)c(C)o1
101.6,6.2,98.2,99.2,0.3,102.9,0.0,104.0,CCCOc1ccc(C(=O)NCCC(=O)NCCCC(=O)O)cc1
95.9,23.0,97.7,103.3,-1.9,105.1,0.0,99.9,COc1ccc(S(=O)(=O)n2c(CCN3CCOCC3)nc3ccccc32)cc1
98.8,7.3,106.1,96.5,3.1,100.8,1.0,102.2,O=C(/C=C\Nc1ccc(Br)cc1)c1cccnc1
93.8,-19.6,100.5,98.5,-4.9,97.1,6.0,104.2,CC(C)(O)C#Cc1ccc(C(=O)N2CCN(c3ccc([N+](=O)[O-])cc3)CC2)cc1
106.4,-14.4,100.9,97.7,-1.2,106.9,3.0,101.8,COC(=O)c1sc(NC(=O)/C=C/c2ccc(C)o2)nc1C
98.1,-46.4,105.0,102.6,-5.1,109.1,1.0,105.5,COc1ccc(C(=O)N2CCN(CCNC(=O)C(=O)Nc3ccc(F)cc3)CC2)cc1
95.6,4.0,97.3,98.9,2.0,99.1,3.0,93.0,COc1ccc(Cl)cc1NC(=O)c1nnn(CC(=O)Nc2ccc3c(c2)OCO3)c1N
98.8,1.2,100.0,102.3,40.5,104.8,1.0,102.4,O=C(Nc1ccccc1Cl)Oc1ccc2ccccc2c1
97.1,10.1,96.5,100.4,16.5,98.9,0.0,103.1,Cc1snc(S(=O)(=O)/C(C#N)=N/Nc2cccc(C(F)(F)F)c2)c1C#N
91.0,6.0,92.8,90.6,8.4,98.3,21.0,88.6,CCOc1ccc2oc(C(=O)NNC(=O)c3csc(N4CCOCC4)n3)c(C)c2c1

Additional records
LAP4-GFP MLPCN,JMJD2C inh,RPL19A-GFP yeast,AGP1-GFP MLPCN,VLA-4 inh,CIT2-GFP yeast,GRK2 inh,MEP2 TOR yeast,Structure
104.6,44.9,104.7,114.9,12.6,102.6,1.0,107.6,COc1ccc(N2CCN(C(CNC(=O)c3ccco3)c3ccco3)CC2)cc1 (stereo not drawn)
102.7,24.9,99.5,99.0,-4.0,100.4,0.0,96.0,Cc1oc(/N=C/c2ccccc2O)c(C#N)c1C
103.1,3.3,96.0,97.6,-4.2,103.4,0.0,92.0,CC(C)(C)[C@H]1CCC(=O)N([C@H](CSc2ccc(Br)cc2)Cc2ccccc2)CC1
91.8,-19.8,101.3,94.5,8.7,97.7,3.0,104.7,COc1ccc(NC(=O)CSc2ccccc2)cc1S(=O)(=O)N1CCCCC1
105.9,-4.7,102.3,98.2,0.2,93.5,0.0,117.5,O=C(Nc1nc(-c2ccc(S(=O)(=O)N3CCCC3)cc2)cs1)c1ccco1
100.2,-0.9,96.5,91.4,5.2,92.0,1.0,99.1,CCn1nnc(NC(=O)c2sc3ccccc3c2Cl)n1
101.3,92.0,101.2,96.2,4.3,96.8,1.0,107.7,Cc1ccc(-c2n[nH]c(=S)nc2-c2ccc(C)cc2)cc1
104.6,0.7,98.2,97.4,4.7,85.4,3.0,98.5,O=C(c1ccc(Cl)c(Cl)c1)N1CCCC1
98.0,-7.5,101.8,99.1,5.6,102.7,1.0,105.7,CCNC(=S)N=Nc1c(O)[nH]c2ccc(C(C)C)cc12
101.7,5.1,100.5,112.3,2.8,103.4,0.0,110.2,O=C(Cc1cccs1)Nc1ccc(S(=O)(=O)N2CCCCC2)cc1

Copied from the entries so far (4 entries):
LAP4-GFP MLPCN,JMJD2C inh,RPL19A-GFP yeast,AGP1-GFP MLPCN,VLA-4 inh,CIT2-GFP yeast,GRK2 inh,MEP2 TOR yeast,Structure
100.2,-0.9,96.5,91.4,5.2,92.0,1.0,99.1,CCn1nnc(NC(=O)c2sc3ccccc3c2Cl)n1
101.3,92.0,101.2,96.2,4.3,96.8,1.0,107.7,Cc1ccc(-c2n[nH]c(=S)nc2-c2ccc(C)cc2)cc1
104.6,0.7,98.2,97.4,4.7,85.4,3.0,98.5,O=C(c1ccc(Cl)c(Cl)c1)N1CCCC1
98.0,-7.5,101.8,99.1,5.6,102.7,1.0,105.7,CCNC(=S)N=Nc1c(O)[nH]c2ccc(C(C)C)cc12

Next records.
LAP4-GFP MLPCN,JMJD2C inh,RPL19A-GFP yeast,AGP1-GFP MLPCN,VLA-4 inh,CIT2-GFP yeast,GRK2 inh,MEP2 TOR yeast,Structure
103.3,-1.4,103.5,105.5,5.9,114.1,4.0,106.0,CC(=O)NCCn1c(SCc2ccccc2F)nc2ccccc2c1=O
97.6,3.8,101.8,115.4,1.4,97.0,0.0,108.2,O=[N+]([O-])c1ccc(COc2cccnc2)cc1
96.6,-0.9,100.4,106.2,-2.5,104.3,0.0,105.9,COc1ccccc1/C=N/NC1=NCCCCC1
106.7,7.4,100.3,104.6,7.7,90.0,0.0,101.9,Cc1ccc(S(=O)(=O)Nc2cccc(C(=O)N3CCN(c4ccccc4O)CC3)c2)cc1F
102.7,5.6,101.5,105.1,7.8,92.3,3.0,109.8,Cc1cc(C(=O)Nc2ccc(C)c(S(=O)(=O)N3CCOCC3)c2)c(C)o1
112.6,4.6,91.3,102.7,-3.4,96.3,1.0,87.7,COC(=O)CCN(C(=O)c1ccc(Cl)c([N+](=O)[O-])c1)c1ccccn1
95.8,10.5,99.8,93.5,-6.8,102.9,0.0,99.8,COc1cccc(C2Nc3ccc4ccccc4c3C3=C2C(=O)CCC3)c1O (stereo not drawn)
